cardiac RTF act – cardiac RTF calcium sensitivity activators, primary screen, biochemical, IANBD-TnC fluorescence, EC20 calcium | IANBD-labeled TnC RTF fluorescence at EC20 calcium; 0% EC20 calcium, 100% full calcium | activation, % at 7.2 µM | Troponin I, cardiac muscle (Homo sapiens) + Troponin T, cardiac muscle (Homo sapiens) + … | actives 0.24% (n = 340,000);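 active means activation above the mean over all tested compounds plus 3 SD, cut at about 30% in these data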;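 further: rise in fluorescence read as greater calcium sensitivity of cardiac thin filaments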
SR-BI DiI-HDL act – activators of SR-BI mediated DiI-HDL uptake, primary screen, ldlA[mSR-BI] CHO cells, DiI fluorescence; activation, % at 12.5 µM; AID 504775, 2011; actives 0.096% (n = 320,000); 3 h; 100 = double the neutral-control signal;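 active means mean replicate activation of at least 60% and every replicate at or above 60%; inconclusive means mean or all-replicate condition met, but not both; inactive means mean below 60% and not all replicates reaching 60%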;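 further: 0% = median plate neutral-control signal and 100% = twice that signal; values of inactives mirror those of a sister screen read the other way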
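Material: SR-BI-overexpressing, LDLR-lacking CHO cells; schedule: compound exposure 3 h, 37 °C; reagent: DiI-labelled HDL at 10 µg/mL final; technique: bottom-read fluorescence, 550/595 nm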
SR-BI DiI inh – inhibitors of SR-BI mediated HDL lipid uptake, primary screen, ldlA[mSR-BI] cells, fluorescence, single point; Scavenger receptor class B member 1 (Mus musculus), Q61009; actives 0.96% (n = 320,000); inhibition, % at 12.5 µM; ldlA[mSR-BI] CHO cells, DiI-HDL uptake fluorescence, 3 h; AID 488896, 2010;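 active means mean replicate inhibition of at least 70% and a set share of replicates each scoring 70 or more; inconclusive means meets just one of the two criteria; inactive means fails both criteria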;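 further: 0% = median of neutral control wells and 100% = median of positive control wells; values of inactives mirror those of a sister screen read the other way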
Target sequence (Q61009 whole entry, looked up): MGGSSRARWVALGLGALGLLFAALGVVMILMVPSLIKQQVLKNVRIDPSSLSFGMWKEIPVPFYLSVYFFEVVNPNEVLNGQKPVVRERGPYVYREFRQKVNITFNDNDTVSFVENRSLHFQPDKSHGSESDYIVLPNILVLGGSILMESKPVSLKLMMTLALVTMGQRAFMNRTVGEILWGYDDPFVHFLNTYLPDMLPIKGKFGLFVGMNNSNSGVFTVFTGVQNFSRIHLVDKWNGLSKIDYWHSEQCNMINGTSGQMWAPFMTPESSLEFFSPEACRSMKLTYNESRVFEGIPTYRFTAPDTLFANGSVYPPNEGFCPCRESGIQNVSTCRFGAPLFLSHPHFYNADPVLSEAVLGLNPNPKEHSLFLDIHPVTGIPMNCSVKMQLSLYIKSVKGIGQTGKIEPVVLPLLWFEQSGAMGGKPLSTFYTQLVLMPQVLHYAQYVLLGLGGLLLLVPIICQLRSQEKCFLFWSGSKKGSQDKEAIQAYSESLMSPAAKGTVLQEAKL
dFosB act – activators of delta FosB homodimer, primary screen, biochemical, fluorescence polarization, TAMRA-CDK5 oligo, single point; Protein FosB (Mus musculus), P13346; purified delta FosB; percent of positive-control signal above neutral wells; activation, % at 25 µM; actives 0.99% (n = 340,000);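 active means mean activation above about 17%, with every replicate also reaching it, limit read from the data, passing the limit was not always enough; inconclusive means only one of the two conditions met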;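 further: fluorescence polarization rise as delta FosB binds a TAMRA Cdk5 AP-1 oligo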
Target sequence (P13346 whole entry, looked up): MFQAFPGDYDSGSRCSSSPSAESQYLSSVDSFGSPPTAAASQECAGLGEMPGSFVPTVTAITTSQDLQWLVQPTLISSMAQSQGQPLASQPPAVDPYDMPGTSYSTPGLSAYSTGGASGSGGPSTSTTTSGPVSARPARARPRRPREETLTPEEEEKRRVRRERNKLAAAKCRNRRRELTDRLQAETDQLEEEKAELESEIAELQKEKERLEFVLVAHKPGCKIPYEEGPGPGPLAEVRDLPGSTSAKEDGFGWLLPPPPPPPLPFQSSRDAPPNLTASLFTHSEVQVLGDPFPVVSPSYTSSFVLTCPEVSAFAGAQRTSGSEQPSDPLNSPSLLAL
Rtt109 HAT inh – inhibitors of C. albicans Rtt109/Vps75 HAT, primary screen, biochemical, ThioGlo CoA-SH fluorescence, plate reader. Histone acetyltransferase RTT109 (Candida albicans (strain SC5314 / ATCC MYA-2876)), …. purified Rtt109/Vps75, 4 h. inhibition, % at 34.9 µM. actives 0.16% (n = 330,000);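 active means inhibition of at least 50% in every replicate; inconclusive means best replicate reaches 50% inhibition but some replicates fall short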
Wnt bcat act – Wnt/beta-catenin pathway activators, primary screen, cell-based, plate reader, single point. actives 1.2% (n = 300,000). activation, % at 9.35 µM. Wnt/beta-catenin reporter cell assay, activator. AID 743398, 2014; in the data active means activation above about 30%, passing the limit was not always enough; inconclusive means no clear call, values can overlap the other calls;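 further: 0% = neutral control wells and 100% = positive control wells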
PvdQ inh – P. aeruginosa PvdQ acylase inhibitors, primary screen, biochemical, fluorescence, plate reader and imaging, single point | purified PvdQ acylase | inhibition, % at 10 µM | actives 0.063% (n = 340,000) | AID 488965, 2010; in the data active means inhibition above about 30%, passing the limit was not always enough; inconclusive means no clear call, values can overlap the other calls;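 further: 0% = vehicle neutral wells and 100% = reference inhibitor wells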
CDK5 p35 inh – inhibitors of human CDK5/p35 kinase, primary screen, biochemical, single concentration. Cyclin-dependent kinase 5 (Homo sapiens) + Cyclin-dependent kinase 5 activator 1 (Homo …. Recombinant CDK5/p35, ADP-Glo luminescence, 60 min. inhibition, % at 10 µM. actives 0.01% (n = 330,000). AID 488839, 2010;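 active means highest replicate inhibition of at least 50% and at least 75% of replicates reaching 50%; inconclusive means only one of the two criteria met; inactive means both criteria failed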;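 further: plate controls were DMSO neutral control for no effect and GW8510 at 10 µM for full effect; many of its hits are not listed in these tables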
MITF TRPM1 HTS – activators of MITF-driven TRPM1 promoter reporter, primary screen, cell-based, SK-MEL-5, luciferase, single point; actives 0.75% (n = 300,000); activation, % at 12.5 µM; SK-MEL-5 TRPM1-promoter luciferase, 24 h; % of positive control, neutral wells = 0;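 active means mean activation of at least 80% with every replicate also reaching 80%; inconclusive means mean reaches 80% but some replicate falls short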;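 further: 0% = neutral control wells and 100% = parthenolide positive control wells; values of inactives mirror those of a sister screen read the other way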
HTR5A ag – HTR5A agonists in luminescence cell assay, primary screen, counter-screen for OPRM1-OPRD1 heterodimer agonist project, full-deck HTS; actives 0.61% (n = 340,000); activation, % at 9.3 µM; 5-hydroxytryptamine receptor 5A (Homo sapiens), P47898; cell-based; in the data active means activation mostly above about 9.5%, no sharp cut-off; inactive means mostly below about 7.6%;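 further: 0% = cells with vehicle only and 100% = reference agonist; strong numbers were not always called active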
* hit, by the source's call; i = inactive; ? = inconclusive; nt = not tested or not shown.

1: NS(=O)(=O)c1ccc(CCNC(=O)CNS(=O)(=O)c2cccc(Br)c2)cc1
2: Nc1c(C(=O)CSc2nnc(Nc3ccc(F)cc3)s2)c(=O)[nH]c(=O)n1C1CC1
3: CON(C)S(=O)(=O)NC(=O)C1=C(N2CCCC2)COC1=O
4: CNC(=O)c1ccccc1Sc1cccc2cccc(C(=O)O)c12
5: O=C(ON=C1CCN(S(=O)(=O)c2ccccc2)CC1)c1ccccc1
6: CCc1noc(C)c1C(=O)NC1CCCc2c1cnn2-c1cc(C)cc(C)c1 (stereo not drawn)
7: COc1ccc(OC)c(C(=O)CSc2nnc(Cc3cccs3)n2C)c1
8: COc1ccc(CCN2C(=O)CS/C2=N\NC(=O)c2ccc(C(C)(C)C)cc2)cc1OC

assay / entry,1,2,3,4,5,6,7,8
cardiac RTF act,-3,-4,8,-5,9,5,3,-1
SR-BI DiI-HDL act,-3,21,3,-3,10,-48,-8,2
SR-BI DiI inh,3,-21,-3,3,-10,48,8,-2
dFosB act,1,5,1,-4,-1,-4,-6,-2
Rtt109 HAT inh,4,-2,-4,1,3,-9,11,-9
Wnt bcat act,-2,-5,-1,2,-4,4,nt,-5
PvdQ inh,-24,-8,5,-10,-6,-9,-2,2
CDK5 p35 inh,-2.5,0.6,-1.1,-0.2,1.3,0.6,0.3,1.7
MITF TRPM1 HTS,-12,-2,10,1,nt,13,8,-1
HTR5A ag,0,1,4,-6,2,-3,1,0

9: COc1ccc(N(CC(=O)O)S(=O)(=O)c2c(C)n[nH]c2C)cc1
10: O=C(NCCc1ccccc1)c1ccc(Cl)c([N+](=O)[O-])c1
11: COc1ccccc1C(=O)NC(=O)COC(=O)CCS(=O)(=O)c1ccc(C)cc1
12: CCCCC(=O)Nc1ccc(N2CCCC2)cc1
13: O=C1c2cccc(OCC(=O)N3CCCc4ccccc43)c2CCN1Cc1cccnc1
14: COc1ccc(C(=O)c2sc3nc(-c4ccccc4)ccc3c2N)cc1OC
15: Cc1cc(-c2nc(C)c(C(=O)NN)s2)no1
16: O=C(CSC1=Nc2ccccc2C2=NC(CC(=O)NCc3ccco3)C(=O)N12)NCC1CCCO1 (stereo not drawn)

assay / entry,9,10,11,12,13,14,15,16
cardiac RTF act,2,0,3,0,1,-4,3,-1
SR-BI DiI-HDL act,19,22,16,-29,-10,-57,-10,19
SR-BI DiI inh,-19,-22,-16,29,10,57,10,-19
dFosB act,0,0,-8,-6,-2,9,-11,1
Rtt109 HAT inh,2,2,30,3,-14,9,7,nt
Wnt bcat act,-7,14,2,nt,-4,-24,4,4
PvdQ inh,-10,-14,0,-2,-11,-9,-10,-3
CDK5 p35 inh,-2.3,1.8,1.2,3.2,-5.9,0.5,0.2,0.1
MITF TRPM1 HTS,8,53,-2,7,-15,-6,3,nt
HTR5A ag,4,4,3,-6,1,18*,1,0

17: CCOC(=O)/C(C#N)=C/Nc1ccsc1C(=O)OC
18: Cc1cc(C(F)F)n2nc(C(=O)Nc3ccc(S(=O)(=O)N4CCCCCC4)cc3)nc2n1
19: COc1cccc(N2CCN(C(=O)CCS(=O)(=O)c3ccc4c(c3)oc(=O)n4C)CC2)c1
20: Cc1ccc(CN2CCNC(=O)C2CC(=O)N2CCN(c3ncccn3)CC2)o1 (stereo not drawn)
21: O=C(NCC(=O)N(Cc1cccs1)C(C(=O)NC1CCCCC1)c1ccco1)c1cccs1 (stereo not drawn)
22: O=C(CSc1nnc(-c2ccco2)n1Cc1ccccc1)NCc1ccccc1
23: Cc1ccc(C)n1-c1ncc(Br)cn1
24: COc1ccc(OCCN2CCN(S(=O)(=O)c3ccccc3C(F)(F)F)CC2)cc1

assay / entry,17,18,19,20,21,22,23,24
cardiac RTF act,-2,-5,-2,-1,-6,0,2,-4
SR-BI DiI-HDL act,-5,-13,-1,nt,-10,-17,3,-19
SR-BI DiI inh,5,13,1,nt,10,17,-3,19
dFosB act,-7,-6,-3,1,0,-5,4,-3
Rtt109 HAT inh,-3,-2,1,-2,nt,7,-7,-13
Wnt bcat act,3,nt,1,-1,68*,nt,0,0
PvdQ inh,-6,-11,-5,1,-5,-5,-11,-7
CDK5 p35 inh,1.0,-1.0,0.3,0.7,-0.4,-0.3,-1.2,-1.0
MITF TRPM1 HTS,4,6,-7,5,nt,nt,17,-6
HTR5A ag,1,-5,-1,-2,-1,2,-5,7

25: Cc1ccc(CSCC(=O)Nc2ccc(F)cc2)cc1
26: CC1CC(N(C(=O)c2ccccc2Cl)c2ccccc2)c2ccccc2N1 (stereo not drawn)
27: COc1ccc(OC)c(C(=O)c2ccc(Cl)cc2)c1
28: CC(=O)Nc1cccc(C(=O)N2CCN(S(=O)(=O)c3ccc4ccccc4c3)CC2)c1
29: COc1cc(/C=N/N2CCN(Cc3ccc(Cl)cc3)CC2)cc(Br)c1O
30: Cc1c(N=C2N=C(NC(=O)c3cccs3)c3ccccc32)c(=O)n(-c2ccccc2)n1C
31: O=C(NCCC1CCCCN1S(=O)(=O)c1ccc(F)cc1)C(=O)NCc1cccnc1 (stereo not drawn)
32: CC(C)N1C(=O)CC(Nc2ccc(N3CCOCC3)cc2)C1=O (stereo not drawn)

assay / entry,25,26,27,28,29,30,31,32
cardiac RTF act,6,2,1,-3,2,15,-4,2
SR-BI DiI-HDL act,nt,13,-13,-3,-6,-16,23,-7
SR-BI DiI inh,nt,-13,13,3,6,16,-23,7
dFosB act,-14,-14,7,2,-13,-14,-7,3
Rtt109 HAT inh,-3,4,-17,-7,-7,23,4,3
Wnt bcat act,0,-2,0,0,-1,-1,3,-2
PvdQ inh,-14,-13,-11,-10,6,2,7,-8
CDK5 p35 inh,1.1,0.9,-0.5,1.8,-0.5,1.5,0.8,1.0
MITF TRPM1 HTS,2,nt,nt,-2,-17,0,-3,nt
HTR5A ag,-2,13,-5,0,8,7,-2,2

33: Nc1nonc1-c1nc2ccccc2n1CC(=O)N1CCCCC1
34: Fc1ccc(-n2c(-c3ccco3)n[nH]c2=S)cc1
35: COC(=O)C1CCN(c2ccc(C(N)=O)cc2[N+](=O)[O-])CC1
36: COc1ccc(NC(=O)N2CCCC(c3nc(-c4ccc(C(C)C)cc4)no3)C2)cc1 (stereo not drawn)
37: CCOC(=O)c1ccc(-c2c(C(=O)OCC)oc3cc(O)c(CC)cc3c2=O)o1
38: O=C(C1CCN(C2CCN(Cc3ccc4c(c3)CCO4)CC2)CC1)N1CCCC1
39: O=C(Nc1ccc(S(=O)(=O)Nc2cnc3ccccc3n2)cc1)c1cc(F)c(F)cc1Cl
40: N#Cc1cc(-c2ccccc2)nc(Oc2ccccc2)n1

assay / entry,33,34,35,36,37,38,39,40
cardiac RTF act,12,0,2,3,-5,-2,2,-3
SR-BI DiI-HDL act,20,18,24,-25,21,nt,9,-28
SR-BI DiI inh,-20,-18,-24,25,-21,nt,-9,28
dFosB act,-16,-1,3,-16,-6,8,-13,2
Rtt109 HAT inh,-3,-2,2,-7,-8,8,2,-10
Wnt bcat act,nt,1,0,nt,3,-3,0,0
PvdQ inh,-7,-11,-5,-12,-10,2,8,-14
CDK5 p35 inh,2.3,0.5,0.5,-0.8,-0.8,-1.1,2.3,0.6
MITF TRPM1 HTS,nt,-1,-16,-11,8,-3,2,-3
HTR5A ag,nt,0,6,12*,0,8,0,2

41: O=C(c1ccc(CN2CCOCC2)cc1)N1CCN(Cc2ccccc2)CC1
42: S=c1[nH]nc(C2CCCCC2)n1Cc1ccccc1
43: CC(=O)Nc1ccc(S(=O)(=O)N2CCC(N3CCCCC3)CC2)cc1
44: O=C1O/C(=C/c2ccccc2)c2ccccc21
45: COCCNC(=O)c1onc(CSc2ccc(F)cc2)c1C(=O)NCCOC
46: CC(O)CNC1c2ccccc2CC1O (stereo not drawn)
47: CS(=O)(=O)CCC(C(=O)OCC(=O)c1ccc(Cl)cc1)N1C(=O)c2ccccc2C1=O (stereo not drawn)
48: Cc1ccccc1NC(=O)c1cccc(S(=O)(=O)N2CCCCC2)c1

assay / entry,41,42,43,44,45,46,47,48
cardiac RTF act,1,11,-1,7,8,-1,3,-1
SR-BI DiI-HDL act,32,-14,13,8,2,15,17,nt
SR-BI DiI inh,-32,14,-13,-8,-2,-15,-17,nt
dFosB act,-2,6,-10,-2,5,-8,-4,-8
Rtt109 HAT inh,-9,2,6,-2,0,1,2,-9
Wnt bcat act,-2,?,1,-1,-1,-6,-1,-8
PvdQ inh,-17,-2,7,-10,-7,-9,-16,-10
CDK5 p35 inh,-1.0,3.7,-0.7,-1.3,-0.2,0.6,1.6,-0.8
MITF TRPM1 HTS,3,-5,7,53,10,-12,11,3
HTR5A ag,0,-1,1,-2,2,4,-1,3

2 of these compounds, reformatted.
Order of values: cardiac RTF act	SR-BI DiI-HDL act	SR-BI DiI inh	dFosB act	Rtt109 HAT inh	Wnt bcat act	PvdQ inh	CDK5 p35 inh	MITF TRPM1 HTS	HTR5A ag
[43] CC(=O)Nc1ccc(S(=O)(=O)N2CCC(N3CCCCC3)CC2)cc1
    -1	13	-13	-10	6	1	7	-0.7	7	1
[44] O=C1O/C(=C/c2ccccc2)c2ccccc21
    7	8	-8	-2	-2	-1	-10	-1.3	53	-2

Other compounds
49: O=c1oc2c(CN3CCOCC3)c(O)ccc2c2c1CCCC2
50: O=C(NC(=S)Nc1ccccn1)c1ccco1
51: CCCc1nnc(NC(=O)c2ccncc2)s1
52: CCc1ccc(/C(C)=N/Nc2cc(Cl)nc(C)n2)cc1
53: NC(=O)CC(NC(=O)Cc1cccc2ccccc12)c1ccc(NC2CCC2)c([N+](=O)[O-])c1 (stereo not drawn)
54: O=C(NNc1ccccc1[N+](=O)[O-])Nc1ccccc1
55: CNC(=O)Nc1ccc(S(N)(=O)=O)cc1

assay / entry,49,50,51,52,53,54,55
cardiac RTF act,2,4,3,-7,3,2,-6
SR-BI DiI-HDL act,-3,-6,4,-79,3,18,22
SR-BI DiI inh,3,6,-4,79*,-3,-18,-22
dFosB act,-12,-9,-6,-2,-4,3,3
Rtt109 HAT inh,i,3,-2,0,-1,7,-16
Wnt bcat act,nt,27,-1,-1,7,0,0
PvdQ inh,-20,-7,8,-4,-12,-13,-15
CDK5 p35 inh,2.8,0.3,5.9,0.2,-0.6,-2.9,-0.5
MITF TRPM1 HTS,4,50,4,18,-3,-3,11
HTR5A ag,-3,0,2,1,0,2,0

From PubChem
